Bioassay records deposited in PubChem BioAssay by several laboratories.
PP1 inh – PP1-alpha phosphatase inhibitors, primary screen, counter-screen for PP5 inhibitor project, biochemical, fluorescence, OMFP substrate, single point; purified PP1alpha; inhibition, % at 6.7 µM; 320,000 tested, 0.9% active; Serine/threonine-protein phosphatase PP1-alpha catalytic subunit (Homo sapiens), P62136;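 active = inhibition above the mean inhibition of all tested compounds plus 3 SD, computed separately for each screening campaign, cut at about 15% in these data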
proCasp3 act – activators of human procaspase-3 D3A mutant, primary screen, biochemical, absorbance, PC-3 D3A mutant, single concentration; Caspase-3 (Homo sapiens), P42574; recombinant procaspase-3 D3A, Ac-DEVD-pNA absorbance 405 nm; activation, % at 8.5 µM; 330,000 tested, 0.11% active; AID 463141, 2010;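 active = activation above the mean of all tested compounds plus 3 SD, cut at about 21% in these data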;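 note: 0% = DMSO alone and 100% = DMSO wells spiked with extra 5 µM PC-3 D3A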
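Assay system: Procaspase-3 D3A mutant, all three cleavage aspartates alanine. Buffer or medium: Zinc-free HEPES saline buffer with Triton X-100. Times: 1 h compound preincubation, 2 h substrate hydrolysis at 25 °C. Measured by: 405 nm absorbance of p-nitroaniline, reads at 0 and 120 min. Read-out basis: percent activation relative to control range. Replicates: singlicate.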
core dimer inh – inhibitors of HCV core protein dimerization, primary screen, biochemical, TR-FRET, high-throughput; AID 1899, 2009; TR-FRET GST/Flag-core106 dimerization, 1536-well; 300,000 tested, 0.33% active; inhibition, % at 5 µM;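 active = inhibition above the mean of all tested compounds plus 3 SD, set per screening campaign, cut at about 45% in these data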
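Material: Tagged HCV core106 pair (GST and Flag) | Amount: GST-core106 13.5 nM, Flag-core106 17 nM | Medium: KF-containing HEPES buffer, pH 7.45, DTT, CHAPS, BSA | Reagent: Eu donor and XL665 acceptor anti-tag antibodies | Schedule: 4 h at 22.5 °C | Technique: Time-resolved FRET, ex 340 nm, em 617 and 671 nm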
PP5 primary – PP5 phosphatase inhibitors, primary screen, biochemical, fluorescence. 320,000 tested, 0.18% active. inhibition, % at 6.7 µM. purified PP5c, OMFP substrate fluorescence;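 active = inhibition above the campaign's mean inhibition across all tested compounds plus 3 SD, cut at about 9.5% in these data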;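 note: 0% = DMSO only and 100% = 100 µM cantharidin control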
Target sequence (P53041 whole entry, looked up): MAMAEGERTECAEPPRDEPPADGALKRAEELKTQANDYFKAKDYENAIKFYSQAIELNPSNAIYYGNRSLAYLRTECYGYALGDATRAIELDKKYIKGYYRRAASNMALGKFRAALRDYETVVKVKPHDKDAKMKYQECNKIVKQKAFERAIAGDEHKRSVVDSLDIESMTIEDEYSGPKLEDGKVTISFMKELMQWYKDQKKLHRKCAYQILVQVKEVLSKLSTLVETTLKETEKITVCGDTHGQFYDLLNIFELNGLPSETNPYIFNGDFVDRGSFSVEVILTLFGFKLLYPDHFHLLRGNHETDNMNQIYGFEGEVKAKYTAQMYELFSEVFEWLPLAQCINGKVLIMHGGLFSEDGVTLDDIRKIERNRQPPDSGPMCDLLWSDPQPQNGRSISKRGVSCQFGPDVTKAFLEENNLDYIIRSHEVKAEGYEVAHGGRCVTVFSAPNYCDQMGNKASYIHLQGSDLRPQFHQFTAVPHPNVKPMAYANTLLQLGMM
GRK2 aptamer HTS – compounds blocking aptamer binding on GRK2 – biochemical, human GRK2, bead flow cytometry, HTS, primary screen; 330,000 tested, 0.59% active; AID 488847, 2010; FAM-aptamer displacement from GRK2; inhibition of aptamer binding, % at 10 µM;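 active = inhibition of aptamer binding above 40%, roughly 3 SD of noise, on plates passing a quality check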;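 note: median bead fluorescence of bound FAM aptamer so fluorescent compounds give negative values; no value below 0 was filed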
procasp7 counter – procaspase-7 activators, primary screen, counter-screen for procaspase-3 activator project, biochemical, absorbance, HTS, human | AID 463210, 2010 | recombinant procaspase-7, Ac-DEVD-pNA absorbance 405 nm; D23A/D198A/D206A triple mutant, cannot self-cleave; scale: DMSO 0, 5 µM enzyme 100 | Caspase-7 (Homo sapiens), P55210 | 330,000 tested, 0.093% active | activation, % at 8.5 µM;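 active = percent activation above the screen-wide mean plus 3 SD, cut at about 25% in these data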
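Material: Procaspase-7 triple mutant (PC-7 D3A) | Quantity: 2 µM procaspase-7 mutant as dispensed | Reagent: DEVD-pNA substrate | Times: 1 h preincubation, 2 h reaction | Technique: 405 nm absorbance of p-nitroaniline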
JMJD2C inh – inhibitors of GASC-1 histone demethylase, primary screen, biochemical, fluorescence, DELFIA europium. GST-JMJD2C(1-420) H3K9me3 demethylation. inhibition, % at 2.35 µM. 330,000 tested, 0.069% active;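 active = more than half of a compound's replicate wells show inhibition beyond 50%, single wells judged on their own value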;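 note: signal counts dimethyl H3K9 product captured on neutravidin plate; 0% = median of DMSO wells and 100% = 0.3 times that DMSO median; strong numbers were not always called active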
Target sequence (Q9H3R0 1-420 limits assumed): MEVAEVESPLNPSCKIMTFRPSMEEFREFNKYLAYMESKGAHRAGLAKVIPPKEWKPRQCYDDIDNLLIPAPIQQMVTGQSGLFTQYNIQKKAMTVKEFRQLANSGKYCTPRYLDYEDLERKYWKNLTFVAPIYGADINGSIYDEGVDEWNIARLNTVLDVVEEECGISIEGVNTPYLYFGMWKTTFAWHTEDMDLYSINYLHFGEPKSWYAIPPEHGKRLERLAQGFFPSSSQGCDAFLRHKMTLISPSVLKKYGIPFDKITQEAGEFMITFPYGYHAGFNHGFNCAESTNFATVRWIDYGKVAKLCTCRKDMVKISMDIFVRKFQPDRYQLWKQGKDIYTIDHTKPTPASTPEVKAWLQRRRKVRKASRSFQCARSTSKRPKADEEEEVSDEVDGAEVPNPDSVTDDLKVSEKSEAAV
Fh CTSL1 inh – Fasciola hepatica cathepsin L1 inhibitors, primary screen, counter-screen for PFM18AAP inhibitor project, biochemical, QFRET, fluorogenic peptide substrate. recombinant F. hepatica cathepsin L1, Z-Leu-Arg-MCA fluorescence. inhibition, % at 5.96 µM. 300,000 tested, 0.49% active. AID 1906, 2009;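 active = inhibition above the mean of all tested compounds plus 3 SD, set per screening campaign, cut at about 17% in these data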;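 note: 0% = plate median of test compound wells and 100% = 1 µM Z-Phe-Ala-diazomethylketone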
VLA-4 inh – inhibition in human VLA-4 binding assay, primary screen, VLA-4 allosteric modulator project, MLPCN library, flow cytometry, VLA-4 expressing cells; AID 2557, 2010; ligand binding flow cytometry; inhibition, % (about 7 µM as worked out from the volumes in the protocol); 330,000 tested, 0.2% active; in the data active = inhibition above about 50%
An asterisk follows results filed as active; . = not tested or not shown; & = joins results of further samples.

[1] CCCCC(Nc1ncnc2ccccc12)C(=O)O (stereo not given)
[2] CC(C)C(NC(=O)CN(c1cccc(F)c1)S(C)(=O)=O)C(C)C
[3] CCc1noc(C)c1C(=O)Nc1cc(S(=O)(=O)N2CCOCC2)ccc1N1CCN(CC)CC1
[4] COc1ccccc1-c1cc(C(=O)N/N=C/c2sccc2C)c2ccccc2n1
[5] CC(O)c1n(C)c(Cl)c[n+]1C (stereo not given)
[6] CC1(c2ccccc2)NC(=O)N(CC(=O)Nc2nnc(C3CC3)s2)C1=O (stereo not given)
[7] CC(/C=N\NC(=O)c1cc(C)oc1C)=C\c1ccccc1
[8] CCN(CC)C1CCN(C(=O)CCc2nnc(CCc3ccccc3)o2)C1 (stereo not given)
assay / entry	1	2	3	4	5	6	7	8
PP1 inh	-2	-3	-6	6	0	-1	-3	1
proCasp3 act	3	-6	5	6	-3	1	5	6
core dimer inh	-2	-2	4	8	-3	0	4	-1
PP5 primary	2.3	2.4	-0.3	6.5	-0.1	2.2	1.7	0.8
GRK2 aptamer HTS	0	3	0	2	0	2	0	0
procasp7 counter	5	3	7	4	-6	2	-1	3
JMJD2C inh	3	-2	3	-7	-7	4	6	-2
Fh CTSL1 inh	-3	1	-1	-2	-1	0	1	-3
VLA-4 inh	-2	-5	7	-1	8	-11	13	0

[9] CCOC(=O)c1ccc(Oc2cn[nH]c2-c2ccc(OCC(=O)NN)cc2O)cc1
[10] CC(C)(C)NC(=O)NC(=O)Cn1cc(C(F)(F)F)ccc1=O
[11] CC(=O)Nc1ccc(NC(=O)CSc2nnc3ccc(-c4ccc(F)cc4)nn23)cc1
[12] COC(=O)c1[nH]c2ccc(C)cc2c1NC(=O)CN1CCN(Cc2ccccc2)CC1
[13] O=C(NC1CC1)C1=COCCO1
[14] CCOCC(=O)Nc1nnc(C2CCCCC2)s1
[15] Fc1ccc(-c2nnc(CN3CCN(c4ncc(C(F)(F)F)cc4Cl)CC3)o2)cc1
[16] CCCn1c(SCC(=O)Nc2ccc(Cl)cc2)n[nH]c1=O
assay / entry	9	10	11	12	13	14	15	16
PP1 inh	7	-4	0	-1	-3	-3	-3	2
proCasp3 act	-4	20	10	8	-4	5	-3	-4
core dimer inh	-4	1	0	2	9	1	3	2
PP5 primary	2.0	1.9	1.3	2.6	-1.3	2.1	2.2	-0.5
GRK2 aptamer HTS	0	0	2	0	0	0	0	0
procasp7 counter	0	13	2	-4	17	-3	5	3
JMJD2C inh	-53	-10	6	-18	-6	23	-45&-16	-5
Fh CTSL1 inh	-5	-2	-4	3	2	-2	-1	4
VLA-4 inh	-1	3	0	-2	3	27	-11	10

[17] COc1nn(CC(=O)N2N=C(C(F)F)CC2(O)C(F)F)cc1[N+](=O)[O-] (stereo not given)
[18] CC(=O)Oc1ccc(C(=O)Nc2ccccc2C(=O)Nc2cccc(C(=O)O)c2)cc1
[19] COc1ccccc1N(CC(=O)NCc1ccccc1)C(=O)CCC(=O)Nc1nccs1
[20] CCn1c2ccc(CC(=O)O)cc2c2cc(CC(=O)O)ccc21
[21] COc1cccc(-c2ncc3ccccc3c2COC(=O)c2cccs2)c1
[22] O=C(N/N=C\c1ccc(-c2ccc(Cl)c(Cl)c2)o1)C(=O)N1CCCC1
[23] Cc1onc(-c2ccccc2)c1C(=O)N/N=C/c1cc(Br)c(Br)o1
[24] CC(NC(=O)Cc1cccs1)c1ccc2c(c1)OCO2 (stereo not given)
assay / entry	17	18	19	20	21	22	23	24
PP1 inh	1	-2	1	-1	-3	-2	6	8
proCasp3 act	2	-1	7	1	5	-11	7	-9
core dimer inh	-5	4	3	-2	.	4	-7	6
PP5 primary	-0.2	2.5	2.0	3.5	0.2	0.0	3.5	2.9
GRK2 aptamer HTS	0	7	2	0	1	0	0	1
procasp7 counter	5	12	-2	6	5	5	-4	-1
JMJD2C inh	4	4	7	-8	5	-3	7	2
Fh CTSL1 inh	-2	-4	3	1	.	2	-2	-1
VLA-4 inh	-1	15	-9	3	0	-25	-11	-12

[25] COc1cc2c(cc1NC(=O)c1ccc3c(c1)OCO3)oc1ccccc12
[26] CS(=O)(=O)NN1C(=O)c2ccccc2NC1c1cccc2cccnc12 (stereo not given)
[27] Cc1cc(C)nc(NC(N)=NC(C)c2ccccc2)n1 (stereo not given)
[28] COc1ccc(OC)c(-n2c(CNC3CCN(Cc4ccccc4)CC3)nc3ccccc3c2=O)c1
[29] CC(=O)Nc1ccc(S(=O)(=O)NC2=NCN(c3cccc([N+](=O)[O-])c3)CN2)cc1
[30] O=C(NC1CC1)c1ccc(CSCc2cccc(F)c2)o1
[31] CCCCn1c(N)c(N(C(=O)CSc2nnc(C)n2-c2ccccc2)C2CCCC2)c(=O)[nH]c1=O
[32] COc1ccccc1N1CCN(C(CNS(C)(=O)=O)c2cccnc2)CC1 (stereo not given)
assay / entry	25	26	27	28	29	30	31	32
PP1 inh	1	-4	0	-3	-2	2	1	-1
proCasp3 act	-2	-2	-3	-6	0	-7	-6	8
core dimer inh	4	-18	-4	-3	-14	-15	.	-3
PP5 primary	-0.4	3.9	0.7	0.3	-1.0	3.4	-0.1	-0.1
GRK2 aptamer HTS	4	10	0	0	0	0	1	0
procasp7 counter	-2	-10	10	-10	0	6	1	0
JMJD2C inh	1	5	51*	14	3	-8	0	1
Fh CTSL1 inh	-3	3	-2	-1	2	-3	.	0
VLA-4 inh	-3	6	6	-4	-6	-21	0	3

[33] Brc1cc2c(cc1COc1ccc(-c3nn[nH]n3)cc1)OCO2
[34] O=C1COc2ccc(S(=O)(=O)CCC(=O)N3CCN(c4cccc(Cl)c4)CC3)cc2N1
[35] COc1ccccc1C(=O)NC(=O)COC(=O)CNC(=O)c1ccc(Cl)cc1Cl
[36] COc1ccc(S(=O)(=O)CCC(=O)NCc2ccc(C)o2)cc1
[37] CC(C)CC(=O)NC(=S)Nc1ccc(Cl)cn1
[38] O=C(Nc1cc(Sc2nc3ccccc3s2)cc([N+](=O)[O-])c1)c1ccccc1
[39] O=C1NNC(c2ccccc2)=N/C1=C\c1ccccc1
[40] CCN(CC(=O)Nc1ccc(OC)c(OC)c1)CC(=O)Nc1ccccc1C(F)(F)F
assay / entry	33	34	35	36	37	38	39	40
PP1 inh	3	4	-11	3	-1	2	-1	-3
proCasp3 act	-1	-4	4	-3	7	2	-6	0
core dimer inh	17	4	1	-1	-4	21	0	3
PP5 primary	4.7	-0.1	-1.9	-0.8	1.2	4.8	0.2	-1.0
GRK2 aptamer HTS	1	0	1	6	1	0	4	0
procasp7 counter	-2	0	5	-20	7	-1	1	9
JMJD2C inh	0	2	0	2	4	0	2	-31
Fh CTSL1 inh	2	-1	-10	-13	-4	-7	-4	1
VLA-4 inh	5	-3	4	-16	5	16	16	25

[41] CSc1n[nH]c(=O)n1-c1cccc(Cl)c1
[42] Cc1ccccc1NC(=O)C(=O)N/N=C/c1cccc(Br)c1
[43] O=C1c2ccccc2C(=O)N1CCCCn1c(=O)oc2ccccc21
[44] Cc1nnc(SCc2ccc(Cl)cc2)nc1/C=C/N(C)C
[45] CCCCSc1nc(N)c(C#N)c(-c2cccs2)c1C#N
[46] CN1c2ccccc2C(=O)/C(=C\Nc2ccc(F)cc2)S1(=O)=O
[47] N#CCC(=O)Nc1ccc(C(=O)OCC(=O)Nc2ccccc2-c2ccccc2)cc1
[48] COc1ccccc1CNC(=O)CCSCc1cccc(Cl)c1
assay / entry	41	42	43	44	45	46	47	48
PP1 inh	-2	-1	-1	4	1	-2	3	1
proCasp3 act	-6	-8	-4	-1	-16	14	-3	2
core dimer inh	2	-17	-7	8	13	-1	29	7
PP5 primary	-0.5	2.7	3.0	-0.1	5.4	-0.7	2.0	2.3
GRK2 aptamer HTS	0	1	0	22	2	3	0	0
procasp7 counter	11	14	-2	0	9	5	-5	4
JMJD2C inh	-6	-1	-99	0	12	-14	-13	-3
Fh CTSL1 inh	-1	0	2	2	4	3	0	0
VLA-4 inh	-2	-1	-8	5	4	6	-14	-9

[49] CC1CCCCN1C(=O)C1CCN(S(=O)(=O)c2ccc(-n3cnnn3)cc2)CC1 (stereo not given)
[50] Cc1ccc(C)c(CSc2ncccc2C(=O)O)c1
[51] O=C(CSc1nncs1)NCc1ccc2c(c1)OCO2
[52] CN(C)Cc1ccccc1CCc1ccccc1
[53] CCC(C)NC(=O)CN1c2cccc3cccc(c23)S1(=O)=O (stereo not given)
[54] CCOC(=O)c1cn2ccc(C)cc2n1
[55] O=C(NCCCN1CCOCC1)C(c1ccccc1)c1ccccc1
assay / entry	49	50	51	52	53	54	55
PP1 inh	0	2	0	-1	2	-2	0
proCasp3 act	-2	7	4	-9	-1	2	3
core dimer inh	-2	0	6	0	0	-3	-7
PP5 primary	0.9	-1.5	3.1	-1.2	0.1	-1.1	1.3
GRK2 aptamer HTS	0	0	0	0	2	0	1
procasp7 counter	-6	5	-9	-3	-16	0	8
JMJD2C inh	-7	-1	-17	4	10	5	8
Fh CTSL1 inh	-2	3	-4	4	0	-2	-6
VLA-4 inh	-1	21	9	1	6	13	5
